# Bioassay records (PubChem)
# STAT1 inh: STAT1 signaling inhibition. AID 920. NIH 3T3 STAT1-luciferase reporter, IFN-gamma, luminescence. inhibition, % at 5.5 µM. 200,000 tested, 0.35% active;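 active = inhibition above a set limit, the mean inhibition across all tested compounds plus 3 SD, cut at about 34% in these data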;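 note: 0% = IFN-gamma with DMSO and 100% = IFN-gamma with 300 µM nifuroxazide; values of inactives mirror those of a sister screen read the other way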
# APP 5'UTR act: APP 5'UTR luciferase reporter activation; activation, % at 2 µM; 190,000 tested, 1% active; SH-SY5Y APP 5'UTR luciferase reporter, luminescence; zero percent = DMSO vehicle wells;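 active = activation above a set limit, based on mean plus 3 SD of controls, cut at about 140% in these data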; note: values of inactives mirror those of a sister screen read the other way
# DTT redox prof: compounds producing H2O2 with reducing agent – biochemical, NIH compound library profiling, artefact control for MLSCN library redox annotation, primary screen | DTT-dependent redox cycling H2O2, phenol red/HRP absorbance; 100% = 100 µM peroxide control, 0% = buffer | activation, % at 10 µM | 200,000 tested, 0.03% active | AID 878;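 active = activation of at least 50% relative to the plate's high and low controls in the primary single-dose screen; inactive = activation below 50%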;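 note: compound incubated with DTT at 0.8 mM final as the reducing agent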
# Efa HMGR inh: E. faecalis class II HMG-CoA reductase inhibition. purified E. faecalis HMGR, NADPH absorbance 340 nm kinetic. inhibition, % at 10 µM. 190,000 tested, 0.41% active;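 active = inhibition above a set limit, the median over all tested compounds plus 3 SD, cut at about 9.5% in these data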;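 note: enzyme runs in reverse so mevalonate oxidation gives rising NADPH absorbance; 0% = complete reaction with DMSO and 100% = background rate lacking mevalonate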
# NF-kB expr up: raises NF-kB expression in human neuronal cells. NF-kB reporter expression; stronger effect = higher value. fold change at 12.5 µM. 190,000 tested, 1.6% active; in the data active = fold change above about 3.3
# STAT3 act: increases IL-6 driven STAT3 reporter signal; AID 871; activation (% of control), % at 5.6 µM; U3A cells, IL-6 STAT3-luciferase reporter, luminescence; 100% = signal with IL-6 EC80 alone; 190,000 tested, 0.91% active;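 active = activation above the screen-wide mean of compound activation plus 3 SD, cut at about 130% in these data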;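 note: 0% = background luminescence of wells with medium and substrate only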
#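 system = STAT3-luciferase reporter U3A cells | reagent = IL-6 stimulus at 33 ng/mL final | timing = 1 h compound pre-exposure, 6 h IL-6 stimulation, 37 °C | measured by = luminescence | evaluation = % activation versus median of IL-6-stimulated wells | control set = IL-6-only wells as 100% reference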
# TLR4-MyD88 BLA: TLR4-MyD88 interaction inhibition in cells | 200,000 tested, 0.18% active | O00206+Q99836 | inhibition, % at 8.4 µM | AID 861 | HeLa CL3-4 TLR4/MyD88 BLA complementation, FRET ratio; in the data active = inhibition above about 25%;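 note: 0% = vehicle and 100% = reference inhibitor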
# Target sequence (O00206 whole entry, looked up): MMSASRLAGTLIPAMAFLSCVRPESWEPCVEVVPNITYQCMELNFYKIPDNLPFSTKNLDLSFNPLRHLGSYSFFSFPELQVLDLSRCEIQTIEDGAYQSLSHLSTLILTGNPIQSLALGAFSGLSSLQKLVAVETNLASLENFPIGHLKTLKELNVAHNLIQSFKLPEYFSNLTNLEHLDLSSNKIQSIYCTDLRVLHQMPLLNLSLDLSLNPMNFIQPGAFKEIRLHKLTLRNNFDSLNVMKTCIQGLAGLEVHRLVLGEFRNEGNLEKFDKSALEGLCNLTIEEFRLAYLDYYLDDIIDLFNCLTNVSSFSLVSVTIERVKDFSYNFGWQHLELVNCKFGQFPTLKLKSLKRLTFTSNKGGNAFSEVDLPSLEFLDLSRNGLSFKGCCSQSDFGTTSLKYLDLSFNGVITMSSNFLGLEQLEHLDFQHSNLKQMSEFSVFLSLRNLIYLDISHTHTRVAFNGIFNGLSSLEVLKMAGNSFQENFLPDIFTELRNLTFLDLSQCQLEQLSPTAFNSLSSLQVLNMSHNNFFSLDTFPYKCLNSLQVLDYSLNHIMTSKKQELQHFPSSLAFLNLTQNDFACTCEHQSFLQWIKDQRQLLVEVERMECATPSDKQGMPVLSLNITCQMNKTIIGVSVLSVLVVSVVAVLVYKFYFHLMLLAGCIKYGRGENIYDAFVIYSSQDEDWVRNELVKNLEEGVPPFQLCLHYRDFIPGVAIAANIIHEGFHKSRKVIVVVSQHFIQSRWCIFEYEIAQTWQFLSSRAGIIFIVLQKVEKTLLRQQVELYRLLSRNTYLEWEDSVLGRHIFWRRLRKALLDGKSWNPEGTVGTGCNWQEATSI
# Target sequence (Q99836 whole entry, looked up): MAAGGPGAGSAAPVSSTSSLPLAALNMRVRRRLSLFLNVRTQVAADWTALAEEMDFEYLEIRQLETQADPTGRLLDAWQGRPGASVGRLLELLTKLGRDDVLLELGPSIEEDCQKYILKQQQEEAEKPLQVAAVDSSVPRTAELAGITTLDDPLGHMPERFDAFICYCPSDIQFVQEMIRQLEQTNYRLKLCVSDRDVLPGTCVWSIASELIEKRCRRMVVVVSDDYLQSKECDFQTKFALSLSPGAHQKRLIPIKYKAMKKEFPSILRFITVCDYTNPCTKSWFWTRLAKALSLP
# Hsp70 activator: transcriptional activators of Hsp70; HeLa Hsp70 promoter luciferase reporter, luminescence; scaled: vehicle 0, proteasome-inhibitor control 100%; activation, % at 10 µM; 200,000 tested, 0.04% active; AID 1203;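 active = activation above the mean across all tested compounds plus 3 SD, cutoff set per campaign, cut at about 5.5% in these data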;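 note: 100% = MG132 at 30 µM as the positive control and 0% = DMSO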
# STAT1 act: increases IFN-gamma driven STAT1 reporter signal. NIH 3T3 STAT1-luciferase reporter, luminescence; 100% = IFN-gamma alone, no compound. activation (% of control), % at 5.5 µM. 200,000 tested, 2.6% active;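 active = activation above the screen-wide mean activation plus 3 SD, cut at about 130% in these data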;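 note: raw ratio to IFN-gamma control signal so 100% means no change and 0% no light; values of inactives mirror those of a sister screen read the other way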
# STAT3 inh: inhibitors of IL-6 induced STAT3 signaling; U3A cells, IL-6 STAT3-luciferase reporter, luminescence; host cell line lacks STAT1; inhibition, % at 5.5 µM; 190,000 tested, 0.89% active; AID 862;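 active = inhibition above the mean inhibition across all screened compounds plus 3 SD, cut at about 44% in these data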;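 note: 0% = DMSO only wells and 100% = 100 µM nifuroxazide control wells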
# Active calls of the source: *; . = not tested or not shown. No enrichment for hits. About 5.6% of those tested had a hit in this group.
SMILES,STAT1 inh,APP 5'UTR act,DTT redox prof,Efa HMGR inh,NF-kB expr up,STAT3 act,TLR4-MyD88 BLA,Hsp70 activator,STAT1 act,STAT3 inh
O=C(Nc1ccccc1)N1CCN(Cc2ccc(Cl)cc2)CC1,3,8,0.4,-6,0.81,97,-13,-0.2,97,3
O=C(Nc1nnc(-c2ccccc2Cl)s1)C1CCN(S(=O)(=O)c2ccc(Cl)cc2)CC1,0,38,0.0,-10,1.3,95,-8,-0.2,100,9
CCN(CC)c1nc(N)c2c(N)n(-c3ccccc3C)c(=S)c(C#N)c2c1C#N,4,9,-0.5,-3,0.9,99,16,0.0,97,6
O=C(COc1cccc(Cl)c1)N/N=C\c1cc2ccccc2nc1Cl,15,11,0.3,-5,1.1,98,-25,-0.4,86,8
CCOC(=O)N1CCN(C(=O)c2ccc(OCC)c(OCC)c2)CC1,-1,5,0.8,-3,1.1,99,-5,-0.2,101,2
CN(C)c1ccc(C(CNS(=O)(=O)c2ccc(F)c(F)c2)c2c[nH]c3ccccc23)cc1 (configuration not stated),-9,10,-0.6,-2,1,112,-12,0.2,108,-12
CCOc1ccc(Br)cc1S(=O)(=O)Nc1ccc(C(=O)Nc2ccccc2OC)cc1,5,-8,0.2,5,1.2,111,-7,0.5,96,-8
CCN(CC)CCSc1nc2ccccc2c(=S)n1-c1ccccc1,-4,-1,0.3,-5,1.2,98,3,-0.4,102,5
CCN1CCN(C(=O)c2cc3cc4ccc(OC)cc4nc3s2)CC1,-11,14,0.0,-3,1.2,108,0,-0.2,111,-3
O=C(O)C1CC(=O)N(C2CCCCCC2)C1 (configuration not stated),0,5,-1.4,4,0.99,101,-3,0.2,102,3
O=C(NCc1ccccn1)c1cccc(NS(=O)(=O)c2cccc(Cl)c2)c1,5,-1,-0.7,2,1.3,101,-12,-0.3,96,-2
O=c1c2ccc(Cl)cc2[nH]c(=S)n1CCCN1CCOCC1,-4,29,-0.5,2,1.2,90,-21,-0.1,106,16
O=C1C=C(NCc2ccc(Cl)cc2Cl)C2(CCCCC2)O1,5,.,0.1,-4,0.73,103,8,-0.5,96,4
O=C(NCCOc1ccccc1)c1cncc(Br)c1,-17,37,0.0,-3,1.9,112,-1,-0.4,116,-16
Cc1cc(C)n(CCN(C)c2nc3nonc3nc2N2CCCCC2)n1,-5,-14,-1.9,-4,1.2,99,6,-0.3,103,5
O=C(CSc1nnc(-c2ccc3c(c2)OCCO3)o1)NC1CCCCC1,5,2,0.1,.,.,99,-4,-0.3,95,3
S=C(NCc1cccs1)Nc1ccccc1Cl,2,-9,0.1,-5,1.2,99,-3,-0.1,99,4
CCCn1c(=O)c(C(=O)NNS(=O)(=O)c2ccc(Cl)cc2)c(O)c2ccccc21,-1,7,3.1,-3,1.1,104,1,0.0,101,-7
Cn1c(SCC(=O)c2ccc3c(c2)OCCO3)nnc1C1CC1,-13,-17,1.3,-2,1.3,101,3,-0.4,112,-1
CSc1nc(-c2ccco2)cc(C(F)(F)F)c1C#N,8,20,1.6,-1,1.5,97,1,0.0,93,7
Cc1ccc(/C=N/NC(=O)Cn2cnc3ccccc32)cc1,-7,14,-0.3,-4,1.1,103,-10,-0.3,104,-1
CCN(c1ccc(NC(=O)COC(=O)c2ccc3ccccc3n2)cc1)C(C)C,-2,-6,1.5,-8,1.2,133,11,-0.1,102,-37
CC(CC(=O)NCc1ccccc1)C1CCCO1 (configuration not stated),-7,23,-0.8,-5,1.6,109,-10,0.0,107,-10
O=C(COC(=O)CSc1nnc(-c2ccc(Cl)cc2)o1)Nc1cc(Cl)cc(Cl)c1,-8,9,0.3,2,0.87,104,8,-0.2,107,-6
CCOC(=O)CN=C1CC(C)(C)CC2=C1Sc1ncnc(N(C)C)c1N2,0,3,-7.0,0,1.1,95,-2,-0.3,100,6
COc1cc(/C(C)=N/NC(=O)c2ccc(CSc3nncn3C)cc2)cc(OC)c1OC,-6,16,-0.4,-4,1.1,102,9,-0.3,104,-1
CSc1ccc(/C=N/NC(=O)CN2CCN(Cc3ccc(Cl)cc3)CC2)cc1,12,-19,-0.2,-2,1.7,100,7,-0.6,89,1
O=C(CCS(=O)(=O)c1cccc2nsnc12)NCc1ccccc1Cl,0,-3,0.3,-5,0.92,96,6,-0.1,100,10
CC(=O)NC1=NN(C(C)=O)C(C)(c2ccccc2)S1 (configuration not stated),-1,-49,-2.7,4,1.4,95,-5,-0.2,101,16
CC(C)NCC(O)COc1ccc2c(c1)CCC2 (configuration not stated),2,-6,-0.2,-5,1.1,99,14,-0.1,98,4

# Shown with tabs: entries from further up
SMILES	STAT1 inh	APP 5'UTR act	DTT redox prof	Efa HMGR inh	NF-kB expr up	STAT3 act	TLR4-MyD88 BLA	Hsp70 activator	STAT1 act	STAT3 inh
O=C(NCCOc1ccccc1)c1cncc(Br)c1	-17	37	0.0	-3	1.9	112	-1	-0.4	116	-16
Cc1cc(C)n(CCN(C)c2nc3nonc3nc2N2CCCCC2)n1	-5	-14	-1.9	-4	1.2	99	6	-0.3	103	5

# Later entries
SMILES,STAT1 inh,APP 5'UTR act,DTT redox prof,Efa HMGR inh,NF-kB expr up,STAT3 act,TLR4-MyD88 BLA,Hsp70 activator,STAT1 act,STAT3 inh
CC1(C)CC(=O)C(=Cc2cn(CCC#N)nc2-c2ccc(F)cc2)C(=O)C1,13,-21,0.0,-1,1.3,96,-4,-0.3,88,8
CCS(=O)(=O)c1nc2ccccc2n1Cc1ccccc1Cl,-2,-7,-0.5,-2,1.4,109,2,-0.2,102,-6
O=C(Cc1ccccc1)NCc1ccc(F)cc1,-16,17,-0.2,-4,1.6,107,-10,0.0,115,-14
CNC(=S)NCc1ccc(OC)cc1,4,-2,0.0,-9,1.6,99,0,-0.3,97,4
COc1ccc2c(c1)c1nc3ccccc3nc1n2CCCN1C(=O)c2ccccc2C1=O,7,9,1.4,-9,1.1,85,-8,-0.3,94,17
Cc1nc(-c2coc3c(CN(C)C)c(O)ccc3c2=O)cs1,-5,-3,0.2,-4,0.96,114,0,-0.4,105,-9
O=C(O)COC(=O)C1C(c2ccccc2)C(C(=O)O)C1c1ccccc1 (configuration not stated),4,-7,-0.9,0,0.99,104,3,-0.2,97,-3
CCOC(=O)c1cccc(NC(=S)NCc2ccc(C)cc2)c1,-8,-12,-1.0,1,1.4,94,1,-0.2,106,18
COc1ccc(C(=O)NC2CC(C)(C)Cc3occc32)cc1 (configuration not stated),6,12,0.2,-7,1.4,101,-1,-0.1,94,-3
CC(Cl)C(=O)NN=C(c1ccccc1)c1ccccc1 (configuration not stated),1,-5,0.0,6,1.1,99,2,-0.2,98,3
O=C1c2ccccc2C(=O)C1c1ccc(O)cc1,1,48,-0.9,0,3.8*,84,6,-0.1,98,21
O=C(Cc1ccccc1)NC(Nc1ccccc1)C(Cl)(Cl)Cl (configuration not stated),-4,-4,0.2,-3,1.2,105,6,-0.1,104,-6
Cc1ccccc1N=Cc1cccc(O)c1O,-3,-43,-0.9,5,1.6,101,-8,0.0,102,3
CCCCNc1cc(NC(C)=O)cc2cc(OC)c(OC)cc12,7,4,-0.5,2,0.73,101,3,-0.2,94,2
Cc1ccccc1OCC(=O)NCc1ccccc1,-6,15,-0.7,-5,1.5,96,-11,0.1,105,16

# A draw from above in order of formula weight, smallest number first:
SMILES,STAT1 inh,APP 5'UTR act,DTT redox prof,Efa HMGR inh,NF-kB expr up,STAT3 act,TLR4-MyD88 BLA,Hsp70 activator,STAT1 act,STAT3 inh
CNC(=S)NCc1ccc(OC)cc1,4,-2,0.0,-9,1.6,99,0,-0.3,97,4
Cc1ccccc1OCC(=O)NCc1ccccc1,-6,15,-0.7,-5,1.5,96,-11,0.1,105,16
CC(Cl)C(=O)NN=C(c1ccccc1)c1ccccc1 (configuration not stated),1,-5,0.0,6,1.1,99,2,-0.2,98,3
CCS(=O)(=O)c1nc2ccccc2n1Cc1ccccc1Cl,-2,-7,-0.5,-2,1.4,109,2,-0.2,102,-6

# (further entries)
SMILES,STAT1 inh,APP 5'UTR act,DTT redox prof,Efa HMGR inh,NF-kB expr up,STAT3 act,TLR4-MyD88 BLA,Hsp70 activator,STAT1 act,STAT3 inh
N#C/C(=N\Nc1cccc(Cl)c1)C(=O)c1ccccc1,7,-1,-4.4,0,0.62,95,-6,-0.1,94,12
COc1ccc(S(=O)(=O)N(C)CC(=O)NCc2cccnc2)cc1C,15,-14,0.5,-4,1.5,95,-4,-0.1,87,11
Cc1ccccc1Nc1nc(N)nc(CSc2nnc(C)n2C)n1,-4,28,-3.0,3,1,105,-4,-0.2,102,-5
c1ccc(-n2nnnc2SCc2ccccn2)cc1,-13,6,0.1,0,1.2,93,7,0.6,112,8
N#CC1CC(c2ccc([N+](=O)[O-])cc2)=NN1c1ccc([N+](=O)[O-])cc1 (configuration not stated),-12,-3,0.0,1,1.3,100,56*,-0.2,111,8
CCOC(=O)c1[nH]c2cc3c(cc2c1NC(=O)CN1CCc2ccccc2C1)OCO3,15,13,-0.1,2,0.5,98,4,-0.5,86,5
Cc1cc(C(=O)N2CCN(c3cccc(Cl)c3)CC2)c(C)o1,-15,7,1.7,2,1.3,92,5,-0.1,114,13
Cc1nc(C)c(-c2csc(NCCc3ccccc3)n2)s1,-2,39,2.0,-1,1.3,76,1,-0.2,102,34
COC(=O)c1[nH]c2ccc(Br)cc2c1NC(=O)CN1CCCCC1CCO (configuration not stated),-4,12,-7.7,.,0.4,106,8,-0.4,103,-4
O=C(CSC(=S)N1CCCCC1)N1N=CCC1c1ccccc1 (configuration not stated),-4,3,-0.1,2,1.6,105,-5,-0.1,104,0
Cc1cc(-c2nnc(CCC(=O)N(C)Cc3ccsc3)o2)no1,-9,23,-0.1,-7,1.4,101,-13,-0.3,108,5
CC(=O)c1cc(C)ccc1OC(=O)c1cccnc1,-8,.,0.9,-2,1.1,106,2,-0.5,103,-4
CC(C)C(NC(=O)OCc1ccccc1)C(=O)OCC(=O)N1CCCCC1 (configuration not stated),-23,13,2.0,-1,2.1,109,-18,0.4,121,0
Cn1cnnc1SCc1ccc(C(=O)NN)cc1,6,7,-2.0,-2,1.1,101,5,-0.3,94,2
O=C(Nn1cnnc1)c1ccccc1CCc1ccccc1,6,-1,1.2,-5,1.2,97,-10,-0.1,94,7
CC(C)=CC(=O)Nc1nnc(-c2ccccc2)s1,-69,9,1.7,4,3.2,100,-2,0.1,162*,10

# Taken from above:
# For STAT1 inh, Cc1cc(C(=O)N2CCN(c3cccc(Cl)c3)CC2)c(C)o1 is entered as -15
# For TLR4-MyD88 BLA, O=C(Nn1cnnc1)c1ccccc1CCc1ccccc1 is entered as -10

# Entries listed so far shown as hits in STAT1 act.
Structure	STAT1 inh	APP 5'UTR act	DTT redox prof	Efa HMGR inh	NF-kB expr up	STAT3 act	TLR4-MyD88 BLA	Hsp70 activator	STAT1 act
CC(C)=CC(=O)Nc1nnc(-c2ccccc2)s1	-69	9	1.7	4	3.2	100	-2	0.1	162*
